# Screens deposited in PubChem by National Center for Advancing Translational Sciences (NCATS).
# HTT ATP protect – protects HTT-Q103 PC12 cells, measured by ATP. Potency, µM (series often up to 56.4 µM), without a hit: cytoprotection (ATP increase), most hits filed as activators. 230,000 compounds, 0.14% hits. PC12 HTT-Q103 induced, cytoprotection, ATP luminescence, 40 h;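 further: % of control where 0% means no effect; nearly all actives have a fitted effect of over 45% in size; toxic huntingtin expression switched on by the ecdysone agonist tebufenozide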
#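 Quantitative HTS on tebufenozide-induced (100 nM) PC12 cells expressing HTTQ103 exon 1–GFP; compounds tested as a concentration series; survival measured via cellular ATP.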
# GAA glycogen – GAA glycogen-cleavage inhibition or activation | Potency, µM (titrated, usually from 76.4 µM), inactives show at the highest dose activity change, negative = inhibition, usual class: inhibitors | AID 2100 | recombinant GAA, glycogen substrate, Amplex Red glucose oxidase fluorescence | 300,000 compounds, 0.38% hits | P10253;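 further: 0% = full enzyme reaction and -100% = no-enzyme basal signal; the screen sought inhibitors and activators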
#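 qHTS, 1536-well; enzyme 4 nM final; cpd up to 77 uM; substrate bovine liver glycogen 30 ug; 50 mM citrate/phosphate pH 5.0, 0.01% Tween-20; 37 C, 40 min; Amplex Red detection 45 min RT; Hill fit → AC50.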
# GAA inhib – inhibitors of human lysosomal alpha-glucosidase. Potency, µM (doses to about 76.9 µM), for the others: top-dose activity change, negative = inhibition, actives largely listed as inhibitors. AID 1466. purified human GAA, 4-MU-alpha-glucoside fluorescence. 200,000 compounds, 0.005% hits;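 further: plate controls were uninhibited enzyme wells for no effect and no-enzyme background for full effect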
#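 Fluorogenic assay: 4 nM human alpha-glucosidase with 400 uM 4-methylumbelliferyl-alpha-D-pyranoside in 50 mM citrate/phosphate, 0.005% Tween-20, pH 5.0, 20 min at room temperature. Compounds tested up to 77 uM; AC50 from Hill fits.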
# GAA spleen mod – inhibitors or activators of human alpha-glucosidase in spleen homogenate | P10253 | human spleen homogenate, 4-MU-alpha-glucoside fluorescence | Potency, µM (series often up to 79.9 µM), for inactives: top-dose activity change, negative = inhibition, usual class: inhibitors | 240,000 compounds, 0.006% hits | AID 2112;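 further: 0% = enzyme with vehicle and -100% = no enzyme basal signal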
#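 AC50 values come from Hill-equation fits of concentration-response data, normalized to no-enzyme and full-activity controls. Enzyme source: 1 ug human spleen homogenate; 1 mM fluorogenic 4-MU glucoside, pH 5.0 citrate buffer, 37 C, 40 min.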
# GLA spleen mod – alpha-galactosidase A (human) modulation. Potency, µM (titrated, usually from 80 µM), without a hit: at the highest dose activity change, negative = inhibition, actives largely listed as inhibitors. 240,000 compounds, 0.008% hits. human spleen homogenate, 4MU-alpha-Gal fluorescence, 40 min. P06280. AID 2107;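 further: 0% = enzyme with vehicle and -100% = no enzyme basal signal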
# Target sequence (P06280 32-429 limits assumed): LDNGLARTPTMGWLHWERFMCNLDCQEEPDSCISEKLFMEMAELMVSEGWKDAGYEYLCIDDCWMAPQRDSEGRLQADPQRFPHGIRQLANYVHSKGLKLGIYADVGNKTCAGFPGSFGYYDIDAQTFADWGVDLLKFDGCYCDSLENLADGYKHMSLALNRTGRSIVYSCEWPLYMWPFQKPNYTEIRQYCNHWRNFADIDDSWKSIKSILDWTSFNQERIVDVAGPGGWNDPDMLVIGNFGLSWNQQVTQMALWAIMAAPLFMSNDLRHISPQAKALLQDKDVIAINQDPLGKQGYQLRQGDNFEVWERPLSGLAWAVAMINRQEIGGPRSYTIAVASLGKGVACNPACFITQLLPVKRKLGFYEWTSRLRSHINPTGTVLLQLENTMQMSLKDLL
#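 Inhibition or activation of alpha-galactosidase in human spleen homogenate is scored by 4-MU fluorescence after 40 min at 37C, pH 5.0, with 1 mM substrate. AC50s come from concentration-response fitted to the Hill equation.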
# Tau fluor counter – counter-screen for tau fibril formation inhibitors; Potency, µM (series often up to 57.7 µM), for inactives: at the highest dose activity change, negative = decrease; tau K18 P301L Alexa594 fluorescence, heparin fibrillization; 280,000 compounds, 0.93% hits; AID 1463; further: on the % scale 0 is the no-effect control and ±100 the full control effect; nearly all actives have a fitted effect of over 55% in size
#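 Human K18 P301L tau (15 uM unlabeled plus 0.24 uM Alexa 594-labeled, final) in 100 mM sodium acetate pH 7 was mixed with compound and 20 uM heparin and incubated 6 hr at 37 C.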
# Tau ThT inhib – tau fibrillization inhibition (ThT binding). Potency, µM (top dose mostly 57.4 µM), for the others: at the top dose activity, negative = inhibition, actives largely listed as inhibitors. recombinant tau K18 P301L (four-repeat tau fragment), heparin-induced fibrillization, ThT fluorescence. 270,000 compounds, 2.1% hits. P10636; further: on the % scale 0 is the no-effect control and ±100 the full control effect; nearly all actives have a fitted effect of over 55% in size
# Target sequence (P10636 561-689 P618L limits assumed): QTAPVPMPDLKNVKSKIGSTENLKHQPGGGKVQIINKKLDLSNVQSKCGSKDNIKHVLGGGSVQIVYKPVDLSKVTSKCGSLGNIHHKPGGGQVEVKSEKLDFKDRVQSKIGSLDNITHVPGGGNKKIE
#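 Aggregation was driven by heparin (20 uM final) acting on recombinant tau […] bearing P301L in 100 mM sodium acetate pH 7; fibrils were detected with Thioflavin T.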
# Tau fibril FP – tau fibrillization inhibition (FP); K18 P301L tau heparin fibrillization, Alexa594 FP, 6 h; Potency, µM (highest dose often 57.7 µM), for inactives: at the highest dose activity, negative = inhibition, hits mostly inhibitors; P10636; 280,000 compounds, 0.39% hits; further: on the % scale 0 is the no-effect control and ±100 the full control effect; nearly all actives have a fitted effect of over 55% in size
#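 Human tau K18 […] P301L fragment, 15 uM unlabeled plus 0.24 uM Alexa 594-labeled tau (final), with compound and 20 uM heparin in 100 mM sodium acetate pH 7; 6 hr at 37 C, then Alexa 594 FP read.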
# * hit, by the source's call; ? = inconclusive; / = no result given; & = joins results of further samples; [ ] = remark or other dose. The call rests on the fitted dose curve; in most records, active means well fitted curve in the direction sought with a large enough effect; inconclusive means small, poorly fitted or top-dose-only effect, or another doubt; inactive means no such curve, though single readings can be large; an effect the other way counts as inactive or inconclusive. Potency means the concentration at half of the fitted maximal effect.
mol,HTT ATP protect,GAA glycogen,GAA inhib,GAA spleen mod,GLA spleen mod,Tau fluor counter,Tau ThT inhib,Tau fibril FP
COc1ccc(-n2c(SCc3cn4c(C)cccc4n3)nc3ccccc3c2=O)cc1OC,-42%[inhibitor],-7%,2%,-1%,-2%,-6%,-16%,3%
CCn1ccnc1C[C@@H]1COc2ccccc2O1,15%,/,/,6%,10%,0%,-1%,-4%
CN(C)S(=O)(=O)c1cccc(NC(=O)c2cc(=O)[nH]c3ccccc23)c1,-4%[10 µM],18%,-3%,3%,-15%,-3%,-4%,2%
COCCNc1nc(-c2cc(C)c(C)cc2C)cs1,-13%,-19%,-13%,-1%,3%,-18%,?,2%
CCOC(=O)c1ccc(-n2c(O)c(/C=N/NC(=O)C3COc4ccccc4O3)c3ccccc3c2=O)cc1 (stereo not drawn),7%[1.9 µM],-14%,-8%,-6%,-6%,?,?,12%
COc1ccccc1Oc1c(C)oc2c(CN3CCOCC3)c(O)ccc2c1=O,25%[10 µM],-5%,/,-4%,9%,-8%,-9%,-1%
COc1cc(C(C[N+](=O)[O-])c2c(N)n(C)c(=O)n(C)c2=O)ccc1O (stereo not drawn),18%,?,-2%,-9%,4%,-2%,?,-3%
CCOc1ccc(C2=Nc3ccc(Br)cc3C(c3ccc(N4CCOCC4)cc3)=NN2)cc1,4%[10 µM],-8%,9%,1%,9%,5%,10%,1%
CN(C)Cc1cc(C(C)(C)C)c(O)c(C(C)(C)C)c1,-7%,?,1%,5%,14%,-8%,-15%,-6%
COc1ccc(CCC(=O)O)cc1OC,1%[10 µM],1%,/,1%,2%,-9%,-10%,-3%
CCCOC(=O)c1cc(NC(=O)/C=C/c2ccccc2)ccc1O,-37%[10 µM],-1%,1%,3%,4%,-6%,0%,4%
C=CC[n+]1c(-c2ccc(OC)cc2)csc1NNC(=O)Nc1ccccc1,28%,20µM*,-10%,2%,6%,?,?,1%
COc1cc(OC)c(NC(=O)CCNS(=O)(=O)c2ccc3c(c2)oc(=O)n3C)cc1Cl,9%[10 µM],-3%,-9%,-1%,-4%,-1%&-15%,-2%&-10%,1%&-6%
CCS(=O)(=O)NCC(c1cccnc1)N1CCN(c2ccccc2OC)CC1 (stereo not drawn),9%[10 µM],-5%,0%,-1%,0%,3%,-10%,7%
CCC1=C2CC[C@H]3C(=O)N(CC)C(=O)[C@H]3[C@H]2[C@@]2(C)C(=NCCc3c[nH]c4ccccc34)OC(=O)N2C1=O,?,/,/,-8%,1%,-18%,-11%,-6%

# Reprinted from the part before: 3 compounds, then new ones.
mol,HTT ATP protect,GAA glycogen,GAA inhib,GAA spleen mod,GLA spleen mod,Tau fluor counter,Tau ThT inhib,Tau fibril FP
COc1cc(OC)c(NC(=O)CCNS(=O)(=O)c2ccc3c(c2)oc(=O)n3C)cc1Cl,9%[10 µM],-3%,-9%,-1%,-4%,-1%&-15%,-2%&-10%,1%&-6%
CCS(=O)(=O)NCC(c1cccnc1)N1CCN(c2ccccc2OC)CC1 (stereo not drawn),9%[10 µM],-5%,0%,-1%,0%,3%,-10%,7%
CCC1=C2CC[C@H]3C(=O)N(CC)C(=O)[C@H]3[C@H]2[C@@]2(C)C(=NCCc3c[nH]c4ccccc34)OC(=O)N2C1=O,?,/,/,-8%,1%,-18%,-11%,-6%
Brc1ccc2ncnc(NCc3cccnc3)c2c1,4%[10 µM],7%,-6%[15.4 µM],8%,-2%,-14%,-12%,1%
CCCCNC(=O)c1ccc2c(OCC)n(CCCC)nc2c1,-24%,4%,5%,0%,6%,-6%,-3%,2%
Cc1ccc(-n2c(O)c(C=NCc3ccccn3)c3ccccc3c2=O)cc1,-13%[10 µM],6%,-2%,-12%,-5%,-10%,-3%,-5%
COCc1nnc(NC(=O)c2sc3ccccc3c2Cl)s1,-69%[inhibitor],-3%,-9%,1%,6%,3%,-9%,10%
Cc1ccc(C(=O)CSc2ccc(-c3ccccc3)nn2)cc1,-4%[10 µM],-13%,4%,-2%,-12%,?,?,-18%
O=C1Nc2ccccc2/C1=N\N=C\C1=C(N2CCOCC2)C(=C\c2ccccc2)/CC1,-11%,-4%,-13%,-3%,3%,?,7.1µM*,?
COc1ccc(C2CC(C(F)(F)F)n3ncc(C(=O)Nc4c(C)n(C)n(-c5ccccc5)c4=O)c3N2)cc1 (stereo not drawn),6%[10 µM],-2%,6%,-8%,-2%,-8%,-13%,2%
N/C(Cc1ccc([N+](=O)[O-])cc1)=N\OC(=O)c1ccccc1Br,4%[10 µM],0%,3%,-1%,-11%,-2%,-5%,2%
Cc1ccc(Cl)cc1N1CCN(S(=O)(=O)c2ccc3[nH]c(=O)c(=O)[nH]c3c2)CC1,11%,3%,-4%,0%,6%,-15%,-5%,2%
O=C(CCc1nc2ccccc2c(=O)[nH]1)Nc1ccc(Cl)c(Cl)c1,26%[10 µM],3%,-15%,-1%,-21%,-26%,?,7%
CCOC(=O)Cc1ccc(NC(=O)N(Cc2ccc(CC)cc2)Cc2cn[nH]c2-c2ccc(OC)cc2)cc1,/,7%[76.3 µM],/,/,/,-19%,?,7%
CC(C)=C1C2CCC1C1C(=O)N(c3ccc(C)c(C)c3)C(=O)C21 (stereo not drawn),20%[10 µM],5%,-8%,0%,2%,-7%,-6%,-5%
CCS(=O)(=O)N1CCCC(C(=O)NCCc2ccc(OC)c(OC)c2)C1 (stereo not drawn),-7%[10 µM],7%,5%,0%,8%,6%,1%,3%
COc1ccc(/C=C\c2onc(C)c2S(=O)(=O)N2CCC(C(=O)Nc3ccc(C)c(F)c3)CC2)cc1,/,-3%[76.3 µM],/,/,/,3%,8%,?
COc1ccc(C(CC(=O)O)NC(=O)c2sc3ccccc3c2Cl)cc1 (stereo not drawn),-1%[10 µM],-1%,0%,-5%,7%,-2%,-9%,3%

# Going on with the list.
mol,HTT ATP protect,GAA glycogen,GAA inhib,GAA spleen mod,GLA spleen mod,Tau fluor counter,Tau ThT inhib,Tau fibril FP
Cc1cccc(-c2nnc3n2N=C(c2ccccc2)CS3)c1,-23%,3%,-1%,-7%,-5%,-2%,-11%,-5%
NS(=O)(=O)c1ccc(NC(=S)NC(=O)c2ccc(-c3ccccc3)cc2)cc1,-13%[10 µM],1%,5%,-10%,-8%,0%,5%,2%
COc1ccc(C2/C=C\CN(C(=O)c3ccccc3)CC(=O)N2Cc2ccc(F)cc2)cc1 (stereo not drawn),-6%[10 µM],2%,/,-7%&2%,-6%&11%,3%,1%,-7%
COc1ccc(OC)c(NC(=O)CSc2nnc(-c3ccco3)n2-c2ccc(C(=O)O)cc2)c1,-15%,-14%,-2%,2%,4%,-1%,-6%,-3%
COc1ccc(CCNC(=O)CSc2nc3ccccc3o2)cc1OC,-8%,10%,-10%,9%,10%,-8%,-15%,2%
Cc1[nH]c(=S)[nH]c(=O)c1Cc1ccccc1,-24%,-19%,5%,4%,3%,-7%,-10%,0%
Cc1ccc(Nc2cc(C)nc3nc(Cc4ccc(Cl)cc4)nn23)cc1,/,12%[76.3 µM],/,/,/,-4%,-11%,-2%
CCOc1ccc(OCC)c(NC(=O)CSc2nnc(-c3cccnc3)o2)c1,7%,-10%,-11%,5%,5%,4%,1%,10%
O=C(Cn1cnc([N+](=O)[O-])n1)N/N=C/c1ccc2ccccc2c1,8%[10 µM],9%,1%,-4%,-5%,?,?,5%
O=C(Nc1ccc2oc(Cc3ccc(Cl)cc3)nc2c1)c1cccnc1,3%[10 µM],-18%,1%,-3%,-5%,?,-16%,-7%
CCOC(=O)n1c(=O)oc2ccccc21,-4%,-4%,-5%,3%,-2%,-7%,-5%,1%
Cc1cc(=O)n2c3ccccc3n(CC(O)CN3CCC(C)CC3)c2c1C#N (stereo not drawn),?,-5%,-6%,-5%,2%,-6%,-5%,3%
CN(CCOc1ccc(C[C@H](Nc2ccccc2C(=O)c2ccccc2)C(=O)O)cc1)c1ccccn1,-17%,/,/,-11%&13%,2%&-11%,-6%&-12%,?,?
O=C1CCC(C(=O)OC(C(=O)c2c[nH]c3ccccc23)c2ccccc2)=NN1 (stereo not drawn),10%[10 µM],-4%,3%,-6%,0%,-5%,6%,4%
FC(F)(F)c1cnc(-c2cnc(-c3cccnc3)nc2)c(Cl)c1,-27%,3%,1%,-5%,1%,5%,-7%,8%

# The list continues:
mol,HTT ATP protect,GAA glycogen,GAA inhib,GAA spleen mod,GLA spleen mod,Tau fluor counter,Tau ThT inhib,Tau fibril FP
CCC1(C)Cc2c(sc3c2c(=O)n(C)c2nnc(SCc4ccccc4)n32)CO1 (stereo not drawn),15%,7%,-13%,-6%,-4%,8%,-4%,0%
CCOC(=O)N1CCC(c2nc3ccccc3[nH]2)CC1,-10%,-9%,4%,0%,-2%,-7%,-13%,11%
CCc1nnc(NS(=O)(=O)c2ccc(N/C=C/C(=O)c3ccc(C)cc3)cc2)s1,32%[10 µM],2%,-12%,-10%,2%,0%,?,-3%
O=C(COC(=O)CC(c1ccccc1)c1ccccc1)NCc1ccccc1,/,9%,8%,-2%,-11%,-12%,?,-2%
CCc1nnc(NC(=O)CSc2nc3cc(OC)ccc3cc2C)s1,-18%,5%,-3%,-10%,5%,-10%,4%,-9%
N#C/C(=C\c1ccc(O)c(O)c1)C(=O)OCCc1cccs1,-16%,/,/,6%,5%,18µM*[quencher],14µM*,13%
O=C(c1cccc(Cl)c1)N1CCCC(C(=O)N2CCCCCC2)C1 (stereo not drawn),-4%[0.04 µM],5%,-5%,-5%,-4%,-6%,4%,-8%
O=C(/C=C/c1cccs1)NC(=S)Nc1ccc(S(=O)(=O)Nc2ccccc2C(F)(F)F)cc1,31%[10 µM],5%,/,6%,16%,0%,5%,5%
CN(C)c1ccc(CN(C(=O)c2ccc(Cl)c([N+](=O)[O-])c2)C2CCS(=O)(=O)C2)cc1 (stereo not drawn),0%[10 µM],?,/,2%,7%,-9%,-2%,1%

# Complete entries, looked up by structure. Values in the order: HTT ATP protect, GAA glycogen, GAA inhib, GAA spleen mod, GLA spleen mod, Tau fluor counter, Tau ThT inhib, Tau fibril FP
# Entry for CCC1(C)Cc2c(sc3c2c(=O)n(C)c2nnc(SCc4ccccc4)n32)CO1 (stereo not drawn) → 15%, 7%, -13%, -6%, -4%, 8%, -4%, 0%
# Entry for CCOC(=O)N1CCC(c2nc3ccccc3[nH]2)CC1 → -10%, -9%, 4%, 0%, -2%, -7%, -13%, 11%
